# ATG4B inhibitor: ATG4B protease inhibitors, primary screen, biochemical, fluorescence, uHTS; hit rate 0.51% among 340,000; AID 504462, 2011; Cysteine protease ATG4B (Homo sapiens), Q9Y4P1; ATG4B cleavage of LC3-PLA2, NBD-HPC fluorescence, 1 h; inhibition, % at 8.33 µM; in the data active means inhibition above about 40%
# SENP6 inh: SENP6 protease inhibitors, primary screen, biochemical, luminescence, uHTS; Sentrin-specific protease 6 (Homo sapiens), Q9GZR1; Recombinant SENP6 catalytic domain, aminoluciferin luminescence; inhibition, % at 10 µM; hit rate 1.8% among 330,000;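 active means inhibition above about 50% at the single tested dose, limit read from the data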;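 further: plate controls were DMSO wells with enzyme for no effect and DMSO wells lacking enzyme for full effect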
# Target sequence (Q9GZR1 628-1112 limits assumed): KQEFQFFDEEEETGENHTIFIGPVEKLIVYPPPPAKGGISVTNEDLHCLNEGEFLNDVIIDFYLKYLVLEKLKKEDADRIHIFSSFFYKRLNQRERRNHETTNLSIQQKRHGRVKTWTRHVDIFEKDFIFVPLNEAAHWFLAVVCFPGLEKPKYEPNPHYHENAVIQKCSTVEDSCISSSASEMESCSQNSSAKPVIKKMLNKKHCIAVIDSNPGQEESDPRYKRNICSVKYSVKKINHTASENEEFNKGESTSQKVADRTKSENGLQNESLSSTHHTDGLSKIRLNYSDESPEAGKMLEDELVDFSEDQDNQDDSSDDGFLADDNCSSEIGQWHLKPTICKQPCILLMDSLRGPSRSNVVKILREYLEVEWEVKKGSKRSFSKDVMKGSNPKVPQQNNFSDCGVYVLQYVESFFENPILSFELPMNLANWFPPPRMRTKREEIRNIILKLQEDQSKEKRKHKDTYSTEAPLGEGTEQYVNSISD
# PfG6PD inh: PfG6PD enzyme inhibitors, primary screen, biochemical, fluorescence intensity, uHTS; AID 504690, 2011; inhibition, % at 20 µM; hit rate 0.78% among 350,000; glucose-6-phosphate dehydrogenase-6-phosphogluconolactonase (Plasmodium falciparum 3D7); PfGluPho enzyme, NADPH resazurin-diaphorase fluorescence;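 active means inhibition reaching at least a set limit at 20 µM in the primary screen, cut at about 59% in these data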;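 further: 0% = DMSO wells with substrate and 100% = DMSO wells lacking glucose-6-phosphate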
# HKDC1 inhibitor: HKDC1 hexokinase inhibitors, primary screen, biochemical, fluorescence, uHTS | Q2TB90 | recombinant HKDC1, G6PDH/diaphorase resazurin coupled fluorescence | inhibition, % at 20 µM | hit rate 0.16% among 340,000 | AID 493160, 2011;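 active means inhibition above about 35% when tested at 20 µM, limit read from the data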;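 further: plate controls were DMSO wells with enzyme for no effect and DMSO wells lacking enzyme for full effect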
#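 Test system: HK5 enzyme. Quantity: 5 µg/mL HK5 final. Reagent: glucose and ATP substrates. Schedule: 90 min reaction incubation at room temperature, dark. Technique: resazurin-to-resorufin fluorescence via G6PDH and diaphorase coupling, 525/613 nm. Control set: DMSO wells with and without enzyme mix.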
# SENP8 block: human SENP8 protease inhibitors, primary screen, biochemical, fluorescence, Nedd8 protein substrate, uHTS | recombinant SENP8 | inhibition, % at 20 µM | hit rate 0.64% among 360,000 | AID 602440, 2012; in the data active means inhibition mostly above about 40%, no sharp cut-off; inactive means mostly below about 27%
# Target sequence (Q96LD8 whole entry, looked up): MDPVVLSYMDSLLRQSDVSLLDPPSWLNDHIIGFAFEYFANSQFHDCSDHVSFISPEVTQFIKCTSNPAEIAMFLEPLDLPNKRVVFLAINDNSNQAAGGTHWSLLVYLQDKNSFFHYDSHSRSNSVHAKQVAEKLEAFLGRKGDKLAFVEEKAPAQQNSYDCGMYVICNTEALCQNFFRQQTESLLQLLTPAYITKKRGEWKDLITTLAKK
# SENP7 inh: SENP7 protease inhibitors, primary screen, biochemical, luminescence, uHTS; Sentrin-specific protease 7 (Homo sapiens), Q9BQF6; recombinant SENP7, Z-RLRGG-aminoluciferin luminescence, 40 min; inhibition, % at 5 µM; hit rate 1.5% among 330,000; AID 434973, 2010;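 active means inhibition above about 50% at the single test dose, limit read from the data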;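 further: plate controls were DMSO with enzyme for no effect and no enzyme buffer wells for full effect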
# Target sequence (Q9BQF6 706-1050 limits assumed): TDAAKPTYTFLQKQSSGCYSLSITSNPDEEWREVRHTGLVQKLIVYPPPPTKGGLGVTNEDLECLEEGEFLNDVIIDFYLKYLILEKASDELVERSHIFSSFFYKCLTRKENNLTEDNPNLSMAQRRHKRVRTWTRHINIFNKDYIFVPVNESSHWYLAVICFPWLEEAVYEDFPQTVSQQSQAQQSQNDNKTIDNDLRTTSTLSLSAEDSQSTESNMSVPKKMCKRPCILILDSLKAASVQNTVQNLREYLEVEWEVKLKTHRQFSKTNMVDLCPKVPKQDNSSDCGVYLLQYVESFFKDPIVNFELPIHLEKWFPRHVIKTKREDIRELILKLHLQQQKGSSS
# NR3A LBD binder: binders of NR3A ligand-binding domain, primary screen, biophysical, differential scanning fluorimetry, uHTS | Glutamate receptor ionotropic, NMDA 3A (GRIN3A) ligand-binding domain | NR3A LBD differential scanning fluorimetry, Tm shift; 0% = protein alone, 100% = glycine-bound protein | Tm shift relative to glycine control, % at 25 µM | hit rate 2.5% among 340,000 | AID 1259313, 2017;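 active means melting temperature shift of at least 10% of the positive control shift, at one fixed dose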
# MPTP inh: mitochondrial permeability transition pore inhibitors, primary screen, biochemical, isolated mouse mitochondria, absorbance. Ca2+ swelling absorbance, 30 min. inhibition, % at 10 µM. hit rate 1.4% among 360,000. AID 602449, 2012;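 active means inhibition of 50% or more, scaled per plate between neutral and stimulator controls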;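 further: 0% = DMSO wells given calcium and 100% = 1 mM EGTA wells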
# Numbers without * were called inactive; · = no result given.
No.	structure	ATG4B inhibitor	SENP6 inh	PfG6PD inh	HKDC1 inhibitor	SENP8 block	SENP7 inh	NR3A LBD binder	MPTP inh
1	COc1cccc(C(=O)NC2CCCc3c2cnn3-c2cc(C)cc(C)c2)c1 (stereo not drawn)	-2	-6	1	1	13	2	-1	0.8
2	COc1ccc2[nH]c(C(=O)Nc3ncc(C)cc3Br)cc2c1	6	-29	2	4	-270	1	-1	-0.1
3	CN(C)/N=C/c1ccc(OS(=O)(=O)c2ccccc2)cc1	-2	8	12	-8	14	-13	-2	0.4
4	CC(C)[C@H](NC(=O)c1ccccc1Cl)C(=O)NC1CCCCCC1	-3	-2	-4	-7	2	-7	-3	-0.8
5	OCC1(CCCc2ccccc2)CCN(Cc2cc(F)ccc2F)CC1	3	-12	-5	-2	6	-7	0	1.3
6	Cc1ccc(NC(=O)NCc2ccccn2)c(C)c1	4	-7	-4	2	14	-13	1	0.3
7	CC(c1ccon1)N(C)Cc1c(C(=O)N(C)Cc2ccccc2)nc2ccccn12 (stereo not drawn)	26	-22	-13	-4	-57	-3	0	-0.1
8	CCOc1ccccc1C(=O)N[C@H](C(=O)NCc1ccccc1)C(C)C	-3	-4	0	-6	12	2	0	-0.2
9	O=C(C1CC1)N1N=C2CCCCC2C1(O)C(F)(F)F (stereo not drawn)	2	-16	-4	7	17	-8	0	-0.4
10	CN(CC(=O)Nc1ccccc1Br)C(=O)CCc1ccccc1	-6	-10	3	-1	15	1	4	0.6
11	O=C(O)c1ccc(S(=O)(=O)NC2CCCCCC2)cc1	1	-6	-25	-5	-1	3	3	-0.2
12	CS(=O)c1ccccc1-c1nc(-c2cccc(Cl)c2)no1 (stereo not drawn)	20	16	-3	9	-1	7	-3	0.1
13	Clc1ccc(-c2nc3cnccn3c2NC2CCCC2)cc1	-11	-18	-10	5	-274	-7	-11	0.8
14	O=Cc1ccc(O)c(O)c1	-5	-6	-27	-4	1	-7	-1	-0.8
15	O=C(CN1CCCCC1)NNc1nc(-c2ccccc2)c2cc(Cl)ccc2n1	23	4	16	-3	-4	3	0	3.3
16	Cc1cc(C)cc(NC(=S)NCc2ccc(S(N)(=O)=O)cc2)c1	-11	-5	13	-7	3	6	-18	0.8
17	c1coc(CNC2C3CC4CC(C3)CC2C4)c1 (stereo not drawn)	2	4	-19	-4	5	0	-8	0.2
18	CCc1ccccc1OCC(=O)Nc1nc(-c2cccnc2)cs1	5	-14	0	8	15	9	-2	-3.5
19	O=C(O)CC1C(=O)NCCN1C/C=C/c1ccccc1 (stereo not drawn)	1	-2	-4	6	2	4	-1	-1.7
20	COc1cc(Cl)c(S(=O)(=O)N2CCCC2)cc1Cl	-13	-15	-7	-5	20	4	0	-3.6
21	Cc1ccc(/C=C2/C(=O)ON=C2c2ccccc2)o1	-2	-3	22	11	-32	-1	5	8.1
22	CC1Cc2ccccc2N1C(=O)Cn1cnc2ccccc21 (stereo not drawn)	-2	-10	-8	-8	0	-8	5	-0.4
23	COCCCNC(=O)CSc1ccsc1[N+](=O)[O-]	2	3	-1	-2	18	-2	-2	-1.3
24	COC(=O)c1ccc(N2C(=O)CC(N3CCN(C(=O)c4ccco4)CC3)C2=O)cc1 (stereo not drawn)	-3	-3	2	-1	12	-3	0	-3.1
25	O=C(Nc1nncs1)C1CC(=O)N(C2CCCC2)C1 (stereo not drawn)	-3	-7	2	1	-6	-2	2	0.8
26	C=CCn1c(SCC(=O)NCC2CCCO2)nc2sc(C)c(C)c2c1=O (stereo not drawn)	2	-6	-11	-3	-4	-4	0	-0.3
27	CCCNC(=O)Nc1cccc(NC(C)=O)c1	1	-5	16	-4	22	-5	-4	0.2
28	CN(C)S(=O)(=O)c1ccc(N2CCCC2)c(C(=O)Nc2ccccc2Br)c1	0	1	5	1	-6	-9	·	7.1
29	O=C(NNC(=O)C(Cl)Cl)c1cnn(-c2ccccc2)c1C(F)(F)F	-3	-6	-16	0	7	4	0	2.6
30	COc1cccc(NC(=S)Nc2cccnc2)c1	-6	1	31	-14	11	-8	-2	1.8
31	CCCOP(=O)(c1ccc(N(C)C)cc1)C(O)c1ccc(N(C)C)cc1 (stereo not drawn)	-3	-10	-1	6	22	-3	-4	-0.6
32	Nn1c(SCC(=O)Nc2cccnc2Cl)nnc1-c1ccccc1	-4	-13	62*	4	7	-8	2	-1.2
33	O=C1CCCCC1Sc1nnc(-c2ccc3c(c2)OCO3)o1 (stereo not drawn)	-1	80*	0	-1	-4	73*	-2	-0.1
34	CC1(C)NC(=O)N(CC(O)CN2C(=O)CCC2=O)C1=O (stereo not drawn)	-8	12	-7	-14	4	5	-1	2.5
35	Cc1ccc2cccc(S(=O)(=O)N3CCN(c4ccccc4F)CC3)c2n1	10	-3	-4	7	12	4	-3	-1.6
36	CNc1nc(C23CC4CC(CC(C4)C2)C3)cs1	13	8	-10	-1	-1	4	0	0.9
37	Cc1cc(C(=O)CSc2nc(N)cc(N)n2)c(C)n1-c1cccc(F)c1	-7	-25	-11	-1	12	-7	-3	3.6
38	CCN(Cc1ccccc1)C(=O)COC(=O)c1cc(Cl)nc(Cl)c1	2	3	3	-6	16	3	-2	2.4
39	COC(=O)CCC(=O)OC1(C)C(=O)C2=CN(Cc3ccc(OC)cc3)C(c3ccc(OC)cc3)=CC2=C(Br)C1=O (stereo not drawn)	2	17	54	32	-167	-3	-5	-1.1
40	CCCN(CCC)CCNC(=O)C1CCN(S(=O)(=O)c2cccc3nsnc23)CC1	3	-24	-9	-8	19	5	0	-0.3

# Three entries out of the list, arranged by molecular weight, falling:
No.	structure	ATG4B inhibitor	SENP6 inh	PfG6PD inh	HKDC1 inhibitor	SENP8 block	SENP7 inh	NR3A LBD binder	MPTP inh
37	Cc1cc(C(=O)CSc2nc(N)cc(N)n2)c(C)n1-c1cccc(F)c1	-7	-25	-11	-1	12	-7	-3	3.6
19	O=C(O)CC1C(=O)NCCN1C/C=C/c1ccccc1 (stereo not drawn)	1	-2	-4	6	2	4	-1	-1.7
21	Cc1ccc(/C=C2/C(=O)ON=C2c2ccccc2)o1	-2	-3	22	11	-32	-1	5	8.1

# The results go on.
No.	structure	ATG4B inhibitor	SENP6 inh	PfG6PD inh	HKDC1 inhibitor	SENP8 block	SENP7 inh	NR3A LBD binder	MPTP inh
41	O=C(CN(c1ccccc1)S(=O)(=O)c1ccccc1)NCCSc1ccccn1	-10	2	-2	-7	8	6	-1	-1.0
42	COc1cc(NC(=O)c2ccccc2Cl)c(OC)cc1NC(=O)CN1CCOCC1	-21	13	12	3	5	-3	0	0.9
43	COCCNS(=O)(=O)c1ccc2c(c1)C(=NO)c1cc(S(=O)(=O)NCCOC)ccc1-2	-11	-6	-8	0	-342	-5	2	2.2
44	O=C(NCCCn1ccnc1)c1cc2c(s1)CCCCC2	2	-1	-2	6	14	-6	-1	-1.5
45	COc1cc(NC(=O)COn2nnc3ccc(S(C)(=O)=O)cc32)cc(OC)c1	-9	-12	13	-1	8	-9	0	-2.6
46	CCOc1ccc(CN(C)CC(=O)Nc2ccccc2C(=O)NC2CC2)cc1	-11	4	1	-5	0	5	0	-2.6
47	NS(=O)(=O)c1cc(C(=O)OCC(=O)NC2CCCCCCC2)ccc1Cl	-8	-18	-8	2	9	8	1	-2.3
48	Cc1c(Cl)cccc1NC(=O)CN1CCN(CCN=CC2=C(O)CC(c3ccccc3)CC2=O)CC1 (stereo not drawn)	-2	-8	-18	3	10	3	-3	-1.8
49	Cc1ccc2cccc(OCC(=O)N(C)CC(=O)Nc3ccc(F)cc3)c2n1	7	-16	1	-3	-75	-1	-1	1.0
50	Cc1ccc(Nc2nc(-c3ccc(S(=O)(=O)N4CCOCC4)cc3)cs2)cc1Cl	10	8	-9	1	-423	7	26*	23
51	COc1ccccc1OCC(O)Cn1c(=N)n(CCN2CCCCC2)c2ccccc21 (stereo not drawn)	-7	-4	-4	-12	24	2	-4	-0.2
52	COc1ccc2c(C(=O)c3ccc(C)cc3)n(CCC(N)=O)[n+]([O-])c2c1	-5	-8	1	4	3	-2	-2	-0.9
53	CC1CCCCC1NC(=O)CN1C(=O)NC(C)(c2cc(F)ccc2F)C1=O (stereo not drawn)	4	-5	-9	1	-6	5	-2	-2.8
54	COc1cc2c(cc1OC)C(c1ccc(C(F)(F)F)cc1)CC(=O)N2 (stereo not drawn)	4	2	14	-4	5	-9	0	1.1
55	O=C(O)CSc1nnc(-c2ccc(Cl)cc2Cl)n1Cc1ccccc1	8	16	-6	-2	11	2	-2	-0.5
56	O=C(NCc1cccc(F)c1)C1CCC(=O)N(C2CC2)C1 (stereo not drawn)	0	-7	-5	-1	10	-1	-1	1.3
57	CCOC(=O)c1cc(C#N)c(Oc2ccc(F)cc2)nc1-c1ccccc1	-2	-7	2	-1	21	-2	0	0.2
58	CN(C)CCNc1oc(/C=C/c2ccccc2)nc1C#N	2	-18	9	-13	-387	3	-4	-0.7
59	CCOC(=O)Nc1nc(C)c(C(=O)N(C)C)s1	-5	-4	-10	-9	5	-4	1	3.1
60	CCOc1ccc(NC(=O)c2cn(CC(C)C)c(=O)c3c2c2ccccc2n3C)cc1	1	-6	-7	3	-37	2	0	1.6
61	COc1ccc(CN(CC(=O)NC2CCCC2)C(=O)c2ccc(-c3ccccc3)[nH]2)cc1	-12	-5	21	-4	3	0	-2	0.2
62	O=C(CSc1nnc(NC(=O)c2ccc3c(c2)OCO3)s1)NCc1ccco1	-9	3	26	0	-84	65*	-1	-0.3
63	Cc1cccc(NC(=O)Nc2cc(C)on2)c1	-3	-4	14	-4	12	-11	-12	0.4

# Of the compounds above, 13 contain a Cl atom.
No.	structure	ATG4B inhibitor	SENP6 inh	PfG6PD inh	HKDC1 inhibitor	SENP8 block	SENP7 inh	NR3A LBD binder	MPTP inh
4	CC(C)[C@H](NC(=O)c1ccccc1Cl)C(=O)NC1CCCCCC1	-3	-2	-4	-7	2	-7	-3	-0.8
12	CS(=O)c1ccccc1-c1nc(-c2cccc(Cl)c2)no1 (stereo not drawn)	20	16	-3	9	-1	7	-3	0.1
13	Clc1ccc(-c2nc3cnccn3c2NC2CCCC2)cc1	-11	-18	-10	5	-274	-7	-11	0.8
15	O=C(CN1CCCCC1)NNc1nc(-c2ccccc2)c2cc(Cl)ccc2n1	23	4	16	-3	-4	3	0	3.3
20	COc1cc(Cl)c(S(=O)(=O)N2CCCC2)cc1Cl	-13	-15	-7	-5	20	4	0	-3.6
29	O=C(NNC(=O)C(Cl)Cl)c1cnn(-c2ccccc2)c1C(F)(F)F	-3	-6	-16	0	7	4	0	2.6
32	Nn1c(SCC(=O)Nc2cccnc2Cl)nnc1-c1ccccc1	-4	-13	62*	4	7	-8	2	-1.2
38	CCN(Cc1ccccc1)C(=O)COC(=O)c1cc(Cl)nc(Cl)c1	2	3	3	-6	16	3	-2	2.4
42	COc1cc(NC(=O)c2ccccc2Cl)c(OC)cc1NC(=O)CN1CCOCC1	-21	13	12	3	5	-3	0	0.9
47	NS(=O)(=O)c1cc(C(=O)OCC(=O)NC2CCCCCCC2)ccc1Cl	-8	-18	-8	2	9	8	1	-2.3
48	Cc1c(Cl)cccc1NC(=O)CN1CCN(CCN=CC2=C(O)CC(c3ccccc3)CC2=O)CC1 (stereo not drawn)	-2	-8	-18	3	10	3	-3	-1.8
50	Cc1ccc(Nc2nc(-c3ccc(S(=O)(=O)N4CCOCC4)cc3)cs2)cc1Cl	10	8	-9	1	-423	7	26*	23
55	O=C(O)CSc1nnc(-c2ccc(Cl)cc2Cl)n1Cc1ccccc1	8	16	-6	-2	11	2	-2	-0.5
